# Screens deposited in PubChem BioAssay by several laboratories.
# TRPC4 act = activators of mouse TRPC4 channel; Q9QUQ5; HEK293 TRPC4beta/mu-opioid, Fluo4 calcium fluorescence; stronger effect = higher value; 0.49% of 310,000 active; B-score at 10 µM;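 active means B-score above 5 SD of library B-scores, and initial fluorescence ratio not above library mean plus 5 SD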;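 further: positive B-score marks a calcium rise read as TRPC4 activation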
#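 Assay system – TRPC4beta and mu-opioid receptor HEK293 stable cells · Measured by – Fluo4 fluorescence, kinetic · Schedule – dye loading 45 min room temperature, 110 s kinetic read · Read-out – B-scored integrated calcium fluorescence ratio · Controls – buffer and maximal DAMGO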
# KCNQ1 inh = human KCNQ1 channel inhibition. P51787. CHO-K1 KCNQ1, FluxOR thallium flux fluorescence; stronger effect = higher value. B-score at 10 µM. 1.3% of 310,000 active. AID 2642;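 active means compounds whose thallium flux B-score, printed positive for inhibition, exceeds three library SD while starting fluorescence stays within three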;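 further: channel opened by potassium depolarization with thallium stimulus after 20 min compound exposure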
# Target sequence (P51787 whole entry, looked up): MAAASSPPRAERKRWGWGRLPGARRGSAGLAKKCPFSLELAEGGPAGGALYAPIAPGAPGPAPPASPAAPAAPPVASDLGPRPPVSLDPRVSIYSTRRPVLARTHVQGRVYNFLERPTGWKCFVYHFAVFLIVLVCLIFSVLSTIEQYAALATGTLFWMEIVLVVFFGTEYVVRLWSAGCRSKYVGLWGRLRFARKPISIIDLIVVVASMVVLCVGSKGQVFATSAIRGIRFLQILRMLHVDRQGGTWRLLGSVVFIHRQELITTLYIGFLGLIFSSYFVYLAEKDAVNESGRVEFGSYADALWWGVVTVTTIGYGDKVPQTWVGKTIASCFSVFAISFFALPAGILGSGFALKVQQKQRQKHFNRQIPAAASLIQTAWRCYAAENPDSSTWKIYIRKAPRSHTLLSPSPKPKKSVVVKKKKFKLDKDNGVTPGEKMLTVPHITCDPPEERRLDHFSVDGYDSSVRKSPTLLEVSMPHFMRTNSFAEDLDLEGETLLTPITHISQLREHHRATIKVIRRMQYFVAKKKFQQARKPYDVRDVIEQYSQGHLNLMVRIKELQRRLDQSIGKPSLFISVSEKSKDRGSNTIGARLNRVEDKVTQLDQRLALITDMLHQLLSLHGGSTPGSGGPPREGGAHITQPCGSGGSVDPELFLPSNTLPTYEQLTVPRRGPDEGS
# KCNQ1 pot = human KCNQ1 channel potentiation or activation; B-score at 10 µM; P51787; CHO-K1 KCNQ1, thallium flux FluxOR fluorescence; stronger effect = higher value; AID 2648; 0.35% of 310,000 active;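 active means fluorescence ratio B-score, a plate-corrected score, at least three library SD, with initial intensity B-score within 5 SD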
#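 assay system = CHO-K1 cells stably expressing KCNQ1 | medium = assay buffer, equal DMSO in all wells | timing = 37 °C overnight plating, 90-min dark dye load, 20-min compound pretreatment | measured by = kinetic FluxOR thallium fluorescence, 10-s 1-Hz baseline, 110-s post-stimulus read | measure = fluorescence change relative to baseline, converted to B score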
# DYRK1A inh = blocks rat Dyrk1A kinase activity. Q63470. ADP-Glo luminescence, NFATc1 peptide. inhibition, % at 12.5 µM. 0.43% of 310,000 active. AID 504441; in the data active means inhibition above about 50%;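 further: plate controls were vehicle with enzyme for no effect and no enzyme for full effect; many of its hits are not listed in these tables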
# ANO1 activ = activators or potentiators of mouse TMEM16A chloride channel | B-score at 10 µM | HEK293 TMEM16A/YFP-H148Q/I152L, iodide quench fluorescence; stronger effect = lower value | Q8BHY3 | 0.3% of 340,000 active;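 active means fluorescence-ratio B-score plate-corrected deviation score at least 3 library SD below zero, with starting fluorescence score within 5 deviations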;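 further: channel opened by trigger with iodide after compound preincubation; score built on the fluorescence ratio of max minus min over baseline; more negative score means more quench and so TMEM16A activation or potentiation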
# TRPC4 PAM = allosterically enhances the mouse TRPC4 cation channel; B-score at 10 µM; 0.42% of 310,000 active; HEK293 TRPC4beta/mu-opioid, DAMGO EC20, Fluo-4 Ca2+ flux; stronger effect = higher value;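 active means B-score of calcium response area above 5 SD of library B-scores, with initial fluorescence ratio within 5 SD of library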;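 further: B-score of integrated fluorescence ratio over time as area under calcium response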
# hERG protect = hERG (human) protection from proarrhythmic block; 0.51% of 310,000 active; AID 1511; Q12809; CHO-hERG, FluxOR thallium flux, dofetilide IC70 present; activation (rescue from dofetilide block), less the hit threshold, % at 10 µM;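 active means activation above the mean of controls blocked by dofetilide plus 5 SD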;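 further: thallium influx through hERG after potassium depolarization seen as dye fluorescence rise; in these data hits start at about 4.7%; inactives centre near -7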
# HDAC3 inh = human HDAC3 inhibition; recombinant HDAC3, fluorogenic peptide/trypsin coupled, fluorescence; O15379; 0.15% of 320,000 active; inhibition, % at 8.3 µM; in the data active means inhibition above about 26%, passing the limit was not always enough
# KCNK3 block = human KCNK3 channel inhibition, primary screen; B-score at 10 µM; O14649; CHO-KCNK3 thallium flux, FluxOR fluorescence; stronger effect = lower value; 0.84% of 340,000 active;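 active means B-score under library mean minus 4 SD, starting fluorescence ratio at most library mean plus 5 SD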;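 further: more negative B-score means stronger inhibition of thallium flux through KCNK3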
# Target sequence (O14649 whole entry, looked up): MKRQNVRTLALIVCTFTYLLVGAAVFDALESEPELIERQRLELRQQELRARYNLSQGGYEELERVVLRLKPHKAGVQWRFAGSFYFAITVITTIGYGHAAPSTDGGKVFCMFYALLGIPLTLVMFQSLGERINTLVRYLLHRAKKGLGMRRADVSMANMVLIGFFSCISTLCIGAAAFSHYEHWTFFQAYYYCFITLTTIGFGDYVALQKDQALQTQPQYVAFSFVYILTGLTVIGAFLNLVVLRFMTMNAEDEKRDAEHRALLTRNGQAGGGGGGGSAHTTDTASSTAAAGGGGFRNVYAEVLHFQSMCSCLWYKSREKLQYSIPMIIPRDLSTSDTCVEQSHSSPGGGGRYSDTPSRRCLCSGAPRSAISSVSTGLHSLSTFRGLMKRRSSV
# KCNK9 inh = inhibitors of human KCNK9 two-pore domain potassium channel | Q9NPC2 | HEK293 KCNK9, FluxOR thallium flux fluorescence; stronger effect = lower value | B-score at 10 µM | 1.2% of 310,000 active | AID 488922;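 active means ratio B-score over 3 SD below the library mean, with starting fluorescence within 5 SD of its mean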;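 further: negative B-score means less thallium flux so channel inhibition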
# TMEM16A inh = inhibitors of mouse TMEM16A calcium-activated chloride channel; Q8BHY3; HEK293 TMEM16A/YFP iodide influx fluorescence, ionomycin; normalized B-score (activity score, 25-100; higher = stronger inhibition) at 10 µM; 1.2% of 310,000 active; AID 588511;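 active means ratio plate-corrected score three or more library SD toward inhibition, starting fluorescence score within five deviations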;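 further: score derived from kinetic fluorescence span divided by baseline fluorescence per well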
# * marks the source's active call; other numbers are inactive results; i = inactive; . = not tested or not shown.
# Below each compound: TRPC4 act	KCNQ1 inh	KCNQ1 pot	DYRK1A inh	ANO1 activ	TRPC4 PAM	hERG protect	HDAC3 inh	KCNK3 block	KCNK9 inh	TMEM16A inh
1. Cc1cc(=O)oc2cc(OCC(=O)N3CCN(C(=O)c4ccco4)CC3)ccc12
 : i	i	i	.	i	i	-13	-20	i	i	i
2. CCN1CCN(CC(=O)Nc2cc(C)on2)CC1
 : i	i	i	3	i	i	-6	-4	i	i	i
3. Cc1noc(C)c1/C=N/Nc1ccccn1
 : i	i	i	3	i	i	6.4*	0	i	i	i
4. O=C(O)c1ccc(N/N=C/c2ccc(-c3cccc(Cl)c3)o2)cc1
 : i	i	i	18	i	i	-22	-24	i	i	i
5. O=C1CC(=O)C(n2cncn2)C(c2c(F)cccc2Cl)C1 (centres undefined)
 : i	i	i	2	i	i	-8	1	i	i	i
6. COc1cc(OC)c(OC)cc1CNC(=O)c1cc(=O)[nH]c2ccccc12
 : i	i	i	1	i	i	-6	1	i	i	i
7. COC(=O)[C@H](Cc1c[nH]c2ccccc12)NC(=O)Nc1ccccc1OC
 : i	i	i	4	i	i	-8	-7	i	i	i
8. COc1ccc(S(=O)(=O)NCC(=O)N(CC(=O)NCC2CCCO2)c2c(C)cccc2C)cc1 (centres undefined)
 : i	i	i	-2	i	i	-1	-5	i	i	i
9. COc1ccc(C2=NN(c3ccccc3)C(=O)/C2=C\c2ccc(O)c(OC)c2)cc1
 : i	11*	i	0	i	i	-4	-4	i	i	i
10. CCOc1ccc(CSc2nc(C)cc(COC)c2C#N)cc1OCC
 : i	i	i	9	i	i	-2	-1	i	i	i
11. Cc1nn(C)c(C)c1Sc1ccccc1N
 : i	i	i	-9	i	i	-8	-11	i	i	i
12. CN(C)CCn1c(=O)n(C2CCCCC2)c(=O)c2c3c(sc21)CCCCC3
 : i	i	i	-1	i	i	-5	-11	i	i	i
13. NS(=O)(=O)c1ccc(CCNC(=O)C2CCN(S(=O)(=O)c3ccc(Br)s3)CC2)cc1
 : i	i	i	0	i	i	-6	-1	i	i	i
14. COc1ccc(/C=C2\SC(=S)N(CCC(=O)NC3=NCCS3)C2=O)cc1OC
 : i	i	i	1	i	i	1	-4	i	i	i
15. S=C(NCCN1CCOCC1)Nc1cccc(Cl)c1
 : i	i	i	9	i	i	-8	0	i	i	i
16. CCOc1cc(CNC(=O)CN2C(=O)c3ccccc3S2(=O)=O)ccc1OC
 : i	i	i	-7	i	i	-11	-5	i	i	i
17. CC(=O)c1ccc(N2CCN(C(C)C(=O)NC3CCCc4ccccc43)CC2)cc1 (centres undefined)
 : i	i	i	-3	i	i	-3	1	i	i	i
18. CC(O)Cc1nsc(NC(=O)c2ccc(Br)o2)n1 (centres undefined)
 : i	i	i	-1	i	i	-8	5	i	i	i
19. COc1cccc2cc(C(C)N(CCCN3CCOCC3)C(=O)Nc3ccc(Cl)cc3)oc12 (centres undefined)
 : i	i	i	-5	i	i	-11	-2	-10*	-9.7*	i
20. c1coc(CN2CCN(C(c3cccs3)c3nnnn3C3CCCC3)CC2)c1 (centres undefined)
 : i	i	i	-10	i	i	-2	0	i	i	i
21. COc1ccccc1NC(=O)CCS(=O)(=O)c1ccc2c(c1)oc(=O)n2C
 : i	i	i	-4	i	i	-2	-5	i	i	i
22. Cc1oc2cc(Br)c(O)c(Br)c2c1C(=O)c1ccccc1
 : i	i	i	6	i	i	-10	1	i	i	i
23. O=C(CN(Cc1ccco1)C(=O)CNS(=O)(=O)c1ccccc1)NC1CCCCC1
 : i	i	i	7	i	i	-6	.	i	i	.
24. O=C(Nc1c(-c2cccs2)nc2ccccn12)c1ccccc1F
 : i	i	i	-4	i	i	4	-6	i	i	i
25. O=C(Cc1nc2ccccc2[nH]c1=O)c1ccccc1
 : i	i	i	-2	i	i	-15	.	i	i	.
26. Cc1ccc(-n2nnc3c(=O)n(CC(=O)N4CCCC4)cnc32)cc1
 : i	i	i	0	i	i	-6	1	i	i	i
27. CCOC(=O)c1c(NC(=O)c2cccnc2Cl)sc(C(=O)N(C)C)c1C
 : i	i	i	-3	i	i	-4	-2	i	i	i
28. Cc1ccc(C)c2c1[nH]c1ccccc12
 : i	i	i	-1	i	i	-11	4	i	i	i
29. Cc1cccc(N2CCN(C(=O)CSc3nc4ccccc4nc3N3CC(C)OC(C)C3)CC2)c1C (centres undefined)
 : i	i	i	-4	i	i	-6	0	i	i	i
30. COc1cccc(C2c3c(C)nn(-c4ccc([N+](=O)[O-])cc4)c3N=C3C(=O)Nc4ccccc4N32)c1 (centres undefined)
 : i	i	i	-2	i	i	-20	6	i	i	i
31. O=C(COc1c(CO)cc(Br)cc1CO)NC1CCCc2ccccc21 (centres undefined)
 : i	i	i	0	i	i	-7	6	i	i	i
32. Cc1c(NS(=O)(=O)c2ccc(NC(=O)CCC(=O)O)cc2)c(=O)n(-c2ccccc2)n1C
 : i	i	i	0	i	i	-5	-1	i	i	i
33. CCCCC(O)(CCCC)C(=O)NN(C(=O)c1cccnc1Cl)c1ccccc1
 : i	i	i	0	i	i	-6	-4	i	i	i
34. Cc1cccc2c1cnn2C(=O)Nc1ccccc1Cl
 : i	i	i	-4	i	i	-4	1	i	i	i
35. CCOc1cc(C2C3=C(CC(C)(C)CC3=O)N(CCOC)C3=C2C(=O)CC(C)(C)C3)ccc1OC
 : i	i	i	-7	i	i	-4	-6	i	i	i
36. CCC(C)NC(=O)CN(C)S(=O)(=O)c1ccc2c(c1)c(=O)n(C)c(=O)n2C (centres undefined)
 : i	i	i	5	i	i	-15	-7	i	i	i
37. CCOC(=O)C(=O)Nc1cc([N+](=O)[O-])ccc1C
 : i	i	i	-1	i	i	-4	0	i	i	i
38. O=C1NC(=Nc2ccc(Cl)cc2)SC1Cc1cc(Cl)ccc1Cl (centres undefined)
 : i	i	i	5	i	i	-5	-4	i	i	i
39. O=C(CCN1C(=O)/C(=C/c2ccccc2Cl)SC1=S)Nc1ccccc1C(=O)O
 : i	i	i	0	i	i	-26	-3	i	i	i
40. COc1cc(NC(=O)CCCNC(=O)Cn2cnc3sc(C)c(C)c3c2=O)cc(OC)c1OC
 : i	i	i	-6	i	i	-1	0	i	i	i
41. O=C(COc1ccc2c(-c3ccccc3)cc(=O)oc2c1)NCCN1CCOCC1
 : i	i	i	1	i	i	-6	5	i	i	i
42. COc1cccc(CC(NC(C)=O)C(=O)NC2CCN(S(=O)(=O)c3ccc(F)cc3)CC2)c1OC (centres undefined)
 : i	i	i	-3	i	i	-7	7	i	i	i
43. CN1CCN(C(=O)c2ccc(Cl)c(S(=O)(=O)N3CCCCCC3)c2)CC1
 : i	i	i	.	i	i	-17	2	i	i	i
44. CCCc1oc2c(c(=O)c1CC)C(=O)CC(C)(C)C2
 : i	i	i	-1	i	i	-19	4	i	i	i
45. FC(F)(F)C1CC(c2cccs2)Nc2ncnn21 (centres undefined)
 : i	i	i	1	i	i	-5	0	i	i	i
46. COC(=O)c1cnc(SC)nc1C
 : i	i	i	-2	i	i	-10	-2	i	i	i
47. COc1ccc(C(=O)N2CCCC(Nc3ccc(C)c(C)c3)C2)c(OC)n1 (centres undefined)
 : i	i	i	-4	i	i	-15	7	i	i	i
48. Cc1ccccc1Cn1cc(NC(=O)c2cc(-c3cccs3)on2)cn1
 : i	i	i	-10	i	i	-5	0	i	i	i
49. O=Cc1ccc(Oc2cccc(C(F)(F)F)c2)nc1
 : i	i	i	-3	i	i	-10	0	i	i	i
50. Cc1nc(NC(=O)c2cncc(Br)c2)ccc1Br
 : i	i	i	-3	i	i	-9	-11	i	i	i
51. COc1ccc(OC)c(NC(=O)CCCNC(=O)Cn2cnc3sc(C)c(C)c3c2=O)c1
 : i	i	i	-6	i	i	-7	0	i	i	i
52. CS(=O)(=O)N(CC(N)=O)c1ccc2c(c1)OCO2
 : i	i	i	-2	i	i	-5	-4	i	i	i
53. CCOc1ccccc1NC(=O)C(=O)N/N=C/c1cc(Br)ccc1O
 : i	i	i	2	i	i	-17	-8	i	i	i
54. O=C(Cc1ccccc1)N/N=C/c1ccc[nH]1
 : i	i	i	.	i	i	-4	2	i	i	i
55. COc1cc(/C=C2/CC/C(=C/c3ccc(O)c(OC)c3)C2=O)ccc1O
 : 43*	i	i	3	-13*	i	-18	3	-9.1*	-7.4*	i
56. CCOc1cccc(-c2cc(C(=O)NN)[nH]n2)c1
 : i	i	i	2	i	i	-9	-6	i	i	i
57. Cc1cc(C(=O)NC2CCCCC2)c2cc(F)ccc2n1
 : i	i	i	5	i	i	-8	9	i	i	i
58. CCOc1ccc(C(=O)NC2CCCCCCC2)cc1
 : i	i	i	4	i	i	-9	0	i	i	i
59. O=C(O)COc1ccccc1C(Nc1cccnc1)c1cc(Cl)c2cccnc2c1O (centres undefined)
 : i	i	i	3	i	i	-9	.	i	i	.
60. COCCOC(=O)C(C#N)c1nc2ccccc2nc1N1CCCC1 (centres undefined)
 : i	i	i	1	i	i	-10	-5	i	i	i

# Other structures.
# Below each compound: TRPC4 act	KCNQ1 inh	KCNQ1 pot	DYRK1A inh	ANO1 activ	TRPC4 PAM	hERG protect	HDAC3 inh	KCNK3 block	KCNK9 inh	TMEM16A inh
61. O=C(Cn1cccc1C(=O)c1ccccc1)NCc1ccco1
 : i	i	i	10	i	i	-5	-7	i	i	i
62. COc1cccc(NC(=O)COc2cc(C)cc3oc(=O)cc(C)c23)c1
 : i	i	i	-1	i	i	-2	14	i	i	i
63. Cc1ccc(C(=O)O)cc1NS(=O)(=O)c1ccc2c(c1)oc(=O)n2C
 : i	i	i	-2	i	i	-4	-1	i	i	i
64. Cc1ccc(SC(CC(=O)c2ccc(F)cc2)C(=O)O)cc1 (centres undefined)
 : i	i	i	13	i	i	-8	2	i	i	i
65. CCC(C(=O)NC1CCCC1)N(Cc1ccco1)C(=O)Cn1nnc(-c2ccc(C)cc2)n1 (centres undefined)
 : i	i	i	.	i	i	2	1	i	i	i
66. C(=N\Nc1ccc2ccccc2n1)/c1ccc2c(c1)OCCO2
 : i	i	i	12	i	i	-10	-5	i	i	i
67. CCOC(=O)/C=C/C(=O)OCC(=O)Nc1cccc(Cl)c1Cl
 : i	i	i	2	i	i	-16	0	i	i	i
68. O=S(=O)(Nc1ccccn1)c1ccc(Br)cc1
 : i	i	i	-3	i	i	-7	-7	i	i	i
69. Cc1cc(NC(=O)C(=O)NCCN2CCN(C(=O)c3cccs3)CC2)ccc1Br
 : i	i	i	-1	i	i	-3	-4	i	i	i

# Some of the compounds tested; the hit share may differ from the screen's.
